RGS4 inh: human RGS4 inhibition. actives 0.039% (n = 390,000). Transcreener GDP fluorescence polarization, RGS4-accelerated GTP hydrolysis. AID 504845. Potency, µM (top dose mostly 114 µM), without a hit: at the highest dose activity change, negative = inhibition, usual class: inhibitors; also: % is scaled to controls: 0 for no effect and ±100 for the full control effect; nearly all actives have a fitted effect of over 75% in size; some results filed as inactive show a strong effect at the top dose
Target sequence (P49798 whole entry, looked up): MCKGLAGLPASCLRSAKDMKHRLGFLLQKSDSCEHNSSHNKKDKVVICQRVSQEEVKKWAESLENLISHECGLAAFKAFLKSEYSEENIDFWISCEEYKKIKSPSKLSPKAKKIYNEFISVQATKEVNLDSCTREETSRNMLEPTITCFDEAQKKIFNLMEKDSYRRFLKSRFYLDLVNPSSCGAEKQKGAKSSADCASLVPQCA
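MLSMR compounds (23 nl, pin-transferred) preincubated 10 min at room temperature with a 500nM (2x) first reagent, then RGS4 at 900nM (2x) plus Transcreener GDP mix added; fluorescence polarization (620/688 nm) read before and after 90 min at 30 °C.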
Vif-A3F inh: blocks the Vif interaction with APOBEC3F; HeLa A3F-eYFP + Vif (tagged APOBEC3F with the HIV-1 protein that degrades it), YFP fluorescence increase; Potency, µM (highest dose often 46.1 µM), for inactives: at the top dose activity, negative = active; actives 0.2% (n = 390,000); also: % of control where 0% means no effect; nearly all actives have a fitted effect of over 65% in size
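HeLa cells stably expressing Vif plus C-terminally eYFP-tagged A3F were seeded, incubated overnight at 37 deg C, dosed with compound, incubated overnight again at 37 deg C. Yellow fluorescence (Ex 488/Em 500-530) reported blocked Vif-mediated A3F-eYFP degradation.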
TrxR1 inh: blocks rat thioredoxin reductase 1. actives 1% (n = 390,000). AID 588453. recombinant rTrxR1, NADPH fluorescence consumption, selenite substrate. O89049. Potency, µM (titrated, usually from 114 µM), without a hit: top-dose activity change, negative = inhibition, hits mostly inhibitors; also: % is scaled to controls: 0 for no effect and ±100 for the full control effect; nearly all actives have a fitted effect of over 65% in size
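Rat TrxR1 (90 nM in the dispensed reagent) was pre-reduced with 400 uM NADPH for 5 min at room temperature, then incubated with compound for 15 min. After 400 uM selenite was added, NADPH fluorescence (Ex 340/Em 450 nm) was followed for 8 min.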
mIDH1 inhibitor: inhibitors of human mutant IDH1 R132H | Potency, µM (top dose mostly 76.6 µM), for inactives: at the highest dose activity change, negative = inhibition, usual class: inhibitors | AID 602179 | actives 0.093% (n = 390,000) | IDH1-R132H enzyme, NADPH consumption, diaphorase/resazurin fluorescence | O75874; also: % is scaled to controls: 0 for no effect and ±100 for the full control effect; nearly all actives have a fitted effect of over 65% in size
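IDH1-R132H (0.5 ug/mL) preincubated 30 min with compound, then NADPH (0.016 mM) and alpha-KG (2 mM) added; 80 min at RT, pH 7.5. Remaining NADPH coupled via diaphorase/resazurin to fluorescence (540/590 nm); concentration-response curves normalized to no-enzyme control.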
TrxR1 substrate: rat thioredoxin reductase 1 substrate activity. AID 588456. Potency, µM (highest dose often 114 µM), for the others: at the highest dose activity change, negative = substrate turnover. actives 0.01% (n = 390,000). O89049. purified TrxR1 substrate turnover, NADPH consumption readout; also: % is scaled to controls: 0 for no effect and ±100 for the full control effect; nearly all actives have a fitted effect of over 50% in size
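Rat TrxR1, dispensed at 90 nM, was prereduced with 400 uM NADPH (final) for 5 min at ~22 deg C, then incubated with compound 15 min before 400 uM selenite. A first-read NADPH fluorescence drop versus no-compound background flagged substrates.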
RXFP1 agonist: RXFP1 (human) receptor agonism. Q9HBX9. HEK293T-RXFP1 cAMP TR-FRET, 30 min; response scale: percent of porcine relaxin response, buffer zero. Potency, µM (series often up to 57.5 µM), for inactives: at the top dose activation, most hits filed as activators. actives 0.3% (n = 370,000); also: % is scaled to controls: 0 for no effect and ±100 for the full control effect; nearly all actives have a fitted effect of over 60% in size; many of its hits are not listed in these tables
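cAMP rise read by TR-FRET after 30 min, 37C compound exposure (up to 58 uM) in RXFP1-transfected HEK293 cells with Ro 20174 present. EC50 from Hill-equation fits, with 29 nM porcine relaxin as 100% and buffer as basal.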
USP1-UAF1 inh: inhibitors of human USP1/UAF1 deubiquitinase | actives 0.23% (n = 390,000) | Potency, µM (doses to about 57.1 µM), inactives show at the highest dose activity change, negative = inhibition, actives largely listed as inhibitors | recombinant USP1/UAF1, Ub-Rhodamine cleavage fluorescence | AID 743255 | O94782; also: % is scaled to controls: 0 for no effect and ±100 for the full control effect; nearly all actives have a fitted effect of over 60% in size; inactives centre near -12
Target sequence (O94782 whole entry, looked up): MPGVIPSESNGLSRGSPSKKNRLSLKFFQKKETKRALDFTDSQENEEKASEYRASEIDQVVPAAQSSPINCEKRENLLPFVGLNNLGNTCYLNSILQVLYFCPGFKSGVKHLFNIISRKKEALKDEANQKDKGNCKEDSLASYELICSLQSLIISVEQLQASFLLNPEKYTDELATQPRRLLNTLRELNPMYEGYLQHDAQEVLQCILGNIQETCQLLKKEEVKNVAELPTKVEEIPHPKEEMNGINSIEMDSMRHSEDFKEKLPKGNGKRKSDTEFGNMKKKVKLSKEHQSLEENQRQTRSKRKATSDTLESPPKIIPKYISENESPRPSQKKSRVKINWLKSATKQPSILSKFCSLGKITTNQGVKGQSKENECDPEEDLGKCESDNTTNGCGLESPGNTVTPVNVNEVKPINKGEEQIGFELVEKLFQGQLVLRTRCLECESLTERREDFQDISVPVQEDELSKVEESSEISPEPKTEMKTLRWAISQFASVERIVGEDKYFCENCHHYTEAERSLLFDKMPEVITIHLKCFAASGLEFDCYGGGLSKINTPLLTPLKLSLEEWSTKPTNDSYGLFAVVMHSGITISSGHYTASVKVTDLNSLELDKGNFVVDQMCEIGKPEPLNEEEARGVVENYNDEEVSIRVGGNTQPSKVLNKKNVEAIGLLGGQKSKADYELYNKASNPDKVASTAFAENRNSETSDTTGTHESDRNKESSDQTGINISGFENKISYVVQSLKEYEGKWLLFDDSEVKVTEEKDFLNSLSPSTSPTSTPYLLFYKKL
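1 nM enzyme complex + cpd, 15 min RT; start with Ub-Rho 150nM final; kinetic fluorescence ex 480/em 540, 6 reads q60 s. Buffer 50mM HEPES pH 7.8, 0.5mM EDTA, 0.1 mg/ml BSA, 1mM TCEP, 0.01% Tween-20.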
12-LOX inh: ALOX12 (human) lipoxygenase inhibition; AID 1671190; Potency, µM (top dose mostly 108 µM), for inactives: at the highest dose activity change, negative = inhibition, hits mostly inhibitors; actives 1.1% (n = 580,000); purified 12hLO, xylenol orange hydroperoxide absorbance; also: % is scaled to controls: 0 for no effect and ±100 for the full control effect
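Purified human 12hLO at 150 nM in 25 mM Hepes, 0.01% Triton X-100, pH 7.0, preincubated 15 min at room temperature with compound. Reaction started with 40 uM arachidonic acid, 30 min at room temperature. Hydroperoxide measured by Fe-xylenol orange, 573/405 nm absorbance ratio.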
Vif-A3G inh: blocks the Vif interaction with human APOBEC3G. Q9HC16. HeLa A3G-eYFP + Vif (tagged APOBEC3G with the HIV-1 protein that degrades it), YFP fluorescence, overnight. Potency, µM (top dose mostly 46.1 µM), for inactives: top-dose activity, negative = active, usual class: inhibitors. actives 0.076% (n = 410,000);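 also: % is scaled to controls: 0 for no effect and ±100 for the full control effect; nearly all actives have a fitted effect of over 60% in size; hits raise eYFP signal because A3G escapes Vif-driven loss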
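HeLa cells stably expressing Vif and C-terminally eYFP-tagged A3G, seeded overnight at 37 deg C, then exposed to compound by pintool overnight at 37 deg C. Rise in yellow fluorescence (Ex 488/Em 500-530, Acumen) marks blocked Vif-driven A3G degradation.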
* marks the source's active call; other numbers are inactive results; i = inactive; ? = inconclusive; · = no result given; & = joins results of further samples; [ ] = remark or other dose. Calls follow the shape of the dose curve; as a rule, active = well fitted curve in the direction sought with a large enough effect; inconclusive = small, poorly fitted or top-dose-only effect, or another doubt; inactive = no such curve, though single readings can be large; an effect the other way counts as inactive or inconclusive. Potency is read from the fitted curve at half-maximal effect. Not all compounds are listed; the hit share may differ from the screen's.

no.	SMILES	RGS4 inh	Vif-A3F inh	TrxR1 inh	mIDH1 inhibitor	TrxR1 substrate	RXFP1 agonist	USP1-UAF1 inh	12-LOX inh	Vif-A3G inh
1	COc1ccc(NS(=O)(=O)c2ccc(OCC(=O)N3CCCC3)cc2)cc1	-17%	4%	14%	12%	8%	-0.4%	-18%	-5%	-3%
2	O=C(N/N=C/c1cccc(C(F)(F)F)c1)c1cc2c(s1)-c1ccccc1CC2	-12%	2%	9%[57.1 µM]	1%	40%[activator][57.1 µM]	3.3%	-20%	17%	-10%
3	O=C1C(c2ccccc2)c2ccccc2N1Cc1ccccc1 (stereo not drawn)	6%	0%	26%[57.1 µM]	-3%	2%	·	-9%	?	6%
4	CN1C(C)(C)c2ccccc2OS1(=O)=O	-15%	6%	11%[57.1 µM]	12%	-7%[57.1 µM]	-0.7%	?	15%	0%
5	Cc1ccc(-c2nn(-c3ccccc3)cc2CN(C)C(=O)CCC(=O)O)cc1C	-22%	-24%	7%[57.1 µM]	0%	5%[57.1 µM]	-0.8%	-14%	4%	0%
6	CCOC(=O)c1cnc(-c2ccccc2)nc1Oc1ccc(Cl)c(Cl)c1	8%	-3%	18%[57.1 µM]	1%	10%[57.1 µM]	2.1%	-17%	18%	0%
7	CCc1noc(C)c1C(=O)Nc1ccc(C(F)(F)F)cc1	17%	-18%	8%	1%	1%	3.6%	-16%	i	-7%
8	CCCCC(CC)CNC(=O)CCCCn1c(=O)[nH]c2ccsc2c1=O (stereo not drawn)	12%&-11%	-10%&2%	10%&7%	0%&-1%	2%&-1%	0.4%&4.0%	?	-19%&0%	-3%&5%
9	CCc1ccc(C(=O)N/N=C/c2cccc3ccccc23)nc1	-23%	-29%	-8%	2%	-5%	0.5%	-23%	-1%	0%
10	COc1ccc(CCNC(=O)CCC2COc3ccccc3O2)cc1OC (stereo not drawn)	22%	-4%	23%[57.1 µM]	0%	-6%	1.6%	-1%	14%	0%
11	O=C(O)CCC1OC(=O)C(O)=C1c1ccccc1 (stereo not drawn)	-10%	-3%	-4%	-2%	0%	1.3%	-9%	-21%	-1%
12	Nn1c(C2CCCCC2)nc2ccccc2c1=O	-7%	-13%	23%	5%	10%	-2.4%	-19%	9%	0%
13	CCc1cccc(C)c1NC(=O)C(C)Sc1nc2c(c(=O)[nH]1)CCCC2 (stereo not drawn)	22%	·	-16%	·	-15%	-3.7%	-15%	-15%	·
14	CCCn1nc(NS(C)(=O)=O)c2cc3cccc(C)c3nc21	-3%	1%	2%	8%	5%	-1.1%	-22%	-1%	-2%
15	O=C(NCCc1ccccc1)c1c[nH]c2ccc(S(=O)(=O)Nc3ccccc3F)cc2c1=O	6%	2%	2%	-9%	-3%	0.6%	-9%	?	1%
16	CCn1cc(C(=O)OCC(=O)NCc2ccccc2Cl)c(=O)c2ccc(C)nc21	2%	11%	0%[57.1 µM]	1%	-2%[57.1 µM]	7.0%	-24%	-18%	2%
17	Fc1ccc(SCCc2ccccn2)cc1	-12%&-32%	-1%&8%	21%[11.4 µM]	8%&9%	9%[11.4 µM]	0.3%&-1.0%	-10%&-5%	?	-3%&-1%
18	CC(=O)NC1CC2CCCC(C1)N2CC(=O)N1CCCc2ccccc21 (stereo not drawn)	8%	2%	-4%	1%	-1%	0.3%	-14%	10%	-1%
19	Cc1cc(NC(=O)C2CC(=O)N(c3ccccc3Cl)C2)no1 (stereo not drawn)	-12%	-1%	13%	3%	3%	-0.2%	-14%	-9%	-5%
20	Cc1c(Cl)cccc1NC(=O)c1cnc2sc(N3CCOCC3)nn2c1=O	12%	-2%	-12%[57.1 µM]	-5%	-6%[57.1 µM]	?	?	-12%	6%
21	COc1ccc(NC(=O)/C=C/c2ccc(F)cc2)cn1	15%	-7%	1%[57.1 µM]	14%	0%[57.1 µM]	-0.3%	-18%	-20%	0%
22	CC(C)(C)c1ccc(S(=O)(=O)NCc2ccc(C(=O)NCC3CCCO3)cc2)cc1 (stereo not drawn)	-28%	0%	-19%	10%	-5%	-1.5%	-15%	6%	-1%
23	COc1ccc(-n2c(Cc3cccn3C)nnc2SCC(=O)Nc2ccccc2)cc1	-21%	0%	11%[57.1 µM]	2%	11%[57.1 µM]	1.2%	-17%	i	-10%
24	NS(=O)(=O)c1ccc(NC(=O)Cc2cccs2)cc1	16%	7%	8%[57.1 µM]	0%	8%[57.1 µM]	1.1%	-22%	9%	-9%
25	Cc1ccc(C2OCC3(CO2)COC(c2ccc(C)cc2)OC3)cc1 (stereo not drawn)	7%	1%	10%	0%	0%	2.0%	-8%	-20%	1%
26	Cc1ccc(C)c2[nH]c(=O)c(CCNC(=O)c3cccs3)cc12	-27%	3%	18%	12%	7%	3.2%	-23%	-6%[57.4 µM]	-13%
27	O=C(c1ccc(Cl)cc1)N(Cc1ccco1)C1CCS(=O)(=O)C1 (stereo not drawn)	-10%	1%	1%[57.1 µM]	1%	11%[57.1 µM]	2.7%	-9%	9%	0%
28	CCCN(CC(=O)Nc1ccccc1C)C(=O)C1CC(=O)N(Cc2ccccc2)C1 (stereo not drawn)	-3%	1%	15%	0%	1%	0.8%	3%	-16%	2%
29	O=C(NNc1nc(-c2ccccc2)c2cc(Br)ccc2n1)c1ccc(S(=O)(=O)N2CCOCC2)cc1	22%	-2%	2%	-1%	-1%	-1.2%	-1%	-1%	-8%
30	COc1ccc(/C=C/C(=O)N2CCN(c3ccccn3)CC2)cc1	7%	3%	3%	-6%	-5%	-2.9%	-16%	493%[activator]	-4%
31	N#C/C(=C\c1cccc(O)c1)C(=O)N1CCCCC1	-29%	-21%	?	14%	1%	-0.3%	-12%	98%[activator]	0%
32	O=C(O)C1CSC2(c3ccc4c(c3)OCCO4)CCC(=O)N12 (stereo not drawn)	-15%[11.4 µM]	2%	-6%	-2%	6%[57.1 µM]	1.3%	0%	-29%	-3%
33	Cc1c(C(=O)OCCOc2ccccc2)[nH]c2c1C(=O)CC(c1ccccc1)C2 (stereo not drawn)	-21%	-15%	4%	-3%	-2%	3.3%	-14%	2%	-30%
34	CCN(CC)c1ccc(C(=O)OCc2cc(=O)oc3cc(O)ccc23)cc1	-16%	·	-18%	-1%	-8%	7.5%	-2%	28%	1%
35	CC(=O)Nc1sc(-c2ccccc2)nc1-c1ccccc1	0%	6%	22%[57.1 µM]	3%	-7%[57.1 µM]	-0.6%	-9%	-11%	-8%
36	O=C(CSC1=NCCN1)Nc1ccccc1[N+](=O)[O-]	-34%	-10%	11%[57.1 µM]	8%	-17%[57.1 µM]	-0.5%	-8%	12%	7%
37	O=C(Oc1ccc(/C=N/O)cc1)c1ccccc1	-18%	-6%	4%	6%	-1%	-0.4%	-23%	-3%	-3%
38	CCN(CC)C(=O)c1cc2c(=O)c3cc(Cl)ccc3oc2nc1C	17%	7%	17%[57.1 µM]	-4%	8%	12%	-6%	-1%	-4%
39	O=[N+]([O-])c1ccc(Cc2nnc(-c3ccc(F)cc3)o2)cc1	7%	0%	18%	8%	-3%	3.4%	2%	0%	1%
40	Cc1cccc(Cn2cnc3c(sc4nc(C)cc(C)c43)c2=O)c1	7%	1%	19%	-1%	6%	-0.6%	-21%	-10%	2%

Profiles from above. Order of screens: RGS4 inh	Vif-A3F inh	TrxR1 inh	mIDH1 inhibitor	TrxR1 substrate	RXFP1 agonist	USP1-UAF1 inh	12-LOX inh	Vif-A3G inh
O=C(c1ccc(Cl)cc1)N(Cc1ccco1)C1CCS(=O)(=O)C1 (stereo not drawn) in the list: -10%	1%	1%[57.1 µM]	1%	11%[57.1 µM]	2.7%	-9%	9%	0%
COc1ccc(-n2c(Cc3cccn3C)nnc2SCC(=O)Nc2ccccc2)cc1 in the list: -21%	0%	11%[57.1 µM]	2%	11%[57.1 µM]	1.2%	-17%	i	-10%

(more compounds)
no.	SMILES	RGS4 inh	Vif-A3F inh	TrxR1 inh	mIDH1 inhibitor	TrxR1 substrate	RXFP1 agonist	USP1-UAF1 inh	12-LOX inh	Vif-A3G inh
41	Cc1cccc(C(=O)Nc2ccccc2-c2nc(-c3ccccc3)no2)c1	7%	-4%	12%	-2%	3%	-7.5%	?	-5%	3%
42	COc1ccc(CCNC(=O)c2cccc(-n3cnc4cccnc43)c2C)cc1OC	18%	6%	13%	33%	-1%	-0.1%	-33%	-26%	4%
43	CCN1CCN(C(=O)c2cc3nc(-c4ccccc4)cc(C(F)(F)F)n3n2)CC1	-6%	0%	5%[57.1 µM]	7%	3%[57.1 µM]	2.5%	-2%	-29%	-1%
44	Cc1ccc2nc(SCc3ccc([N+](=O)[O-])cc3)[nH]c2c1	-14%	0%	-6%	14%	-7%	0.0%	-11%	-10%	4%
45	O=C1CN(C(=O)COc2ccc(Cl)cc2)C(c2ccc(F)cc2)c2cc(Cl)ccc2N1 (stereo not drawn)	-5%	-7%	31%	-6%	11%[2.29 µM]	0.4%	-19%	-24%	-9%

Screens: PubChem, National Center for Advancing Translational Sciences (NCATS)
